# From PubChem BioAssay
# TMEM16A inh: blocks the mouse calcium-activated chloride channel TMEM16A; Q8BHY3; HEK293 TMEM16A/YFP iodide influx fluorescence, ionomycin; normalized B-score (activity score, 25-100; higher = stronger inhibition) at 10 µM; 1.2% of 310,000 active;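 active means ratio plate-corrected score three or more library SD toward inhibition, starting fluorescence score within five deviations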;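 further: score derived from kinetic fluorescence span divided by baseline fluorescence per well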
# Target sequence (Q8BHY3 whole entry, looked up): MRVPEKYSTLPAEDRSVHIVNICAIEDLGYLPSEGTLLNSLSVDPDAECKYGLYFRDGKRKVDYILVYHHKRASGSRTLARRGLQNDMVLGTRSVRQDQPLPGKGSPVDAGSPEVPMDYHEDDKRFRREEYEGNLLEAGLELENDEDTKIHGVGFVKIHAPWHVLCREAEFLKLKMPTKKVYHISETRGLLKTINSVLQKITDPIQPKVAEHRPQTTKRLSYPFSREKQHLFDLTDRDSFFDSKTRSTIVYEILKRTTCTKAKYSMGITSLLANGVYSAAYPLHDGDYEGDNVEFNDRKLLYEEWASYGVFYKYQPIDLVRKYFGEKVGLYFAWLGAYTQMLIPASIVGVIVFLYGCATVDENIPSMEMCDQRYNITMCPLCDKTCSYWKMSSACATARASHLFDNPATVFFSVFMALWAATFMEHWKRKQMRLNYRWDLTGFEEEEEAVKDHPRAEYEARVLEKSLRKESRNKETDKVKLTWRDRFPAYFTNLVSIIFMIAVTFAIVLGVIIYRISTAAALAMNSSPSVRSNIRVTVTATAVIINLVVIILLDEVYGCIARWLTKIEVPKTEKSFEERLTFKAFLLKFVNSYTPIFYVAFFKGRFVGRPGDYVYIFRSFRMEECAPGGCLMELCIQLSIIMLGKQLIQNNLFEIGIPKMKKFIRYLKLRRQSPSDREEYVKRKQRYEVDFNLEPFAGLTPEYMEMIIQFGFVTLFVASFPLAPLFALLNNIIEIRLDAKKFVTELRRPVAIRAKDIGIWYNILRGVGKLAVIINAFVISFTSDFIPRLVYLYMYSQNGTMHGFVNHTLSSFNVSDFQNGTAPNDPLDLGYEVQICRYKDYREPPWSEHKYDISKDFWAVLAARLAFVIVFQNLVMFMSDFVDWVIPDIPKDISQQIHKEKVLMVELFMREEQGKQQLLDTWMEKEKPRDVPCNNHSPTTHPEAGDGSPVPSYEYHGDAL
# TRPC4 agonist: TRPC4 (mouse) channel activation. Q9QUQ5. HEK293 TRPC4beta/mu-opioid, Fluo4 calcium fluorescence; stronger effect = higher value. B-score at 10 µM. 0.49% of 310,000 active;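 active means B-score above 5 SD of library B-scores, and initial fluorescence ratio not above library mean plus 5 SD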;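 further: positive B-score marks a calcium rise read as TRPC4 activation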
#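 Technique: kinetic Fluo4 calcium fluorescence; Test system: TRPC4beta and mu-opioid receptor HEK293 stable cells; Measure: B-scored integrated calcium fluorescence ratio; Benchmarks: low control buffer alone, high control maximal DAMGO; Schedule: 45 min room-temperature Fluo4 loading, 110 s read.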
# TRPC6 act: activates the mouse TRPC6 cation channel. HEK293-TRPC6 membrane potential dye fluorescence; stronger effect = higher value. AID 2550. B-score at 10 µM. 0.13% of 310,000 active;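 active means B-score of the integrated fluorescence ratio above library mean plus 3 SD, and starting fluorescence ratio within library mean plus 5 SD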;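 further: higher score means more depolarization so channel activation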
# TRPC4 block: blocks the mouse TRPC4 cation channel | Q9QUQ5 | HEK293 TRPC4beta/mu-opioid, DAMGO-evoked Fluo4 calcium flux; stronger effect = lower value | B-score at 10 µM | 0.39% of 300,000 active;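 active means B-score over 3 SD under the library average, no early fluorescence shift, positive overall ratio signal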
#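 Assay system: HEK293 cells with stable TRPC4beta plus mu-opioid receptor expression. Dosing: single dose. Measured by: Fluo4 Ca2+ flux fluorescence. Also added: DAMGO in two steps, submaximal then maximal. Read-out: B score from integrated Fluo4 fluorescence ratio.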
# MrgX1 antag: blocks BAM8-22 activation of human MrgX1 receptor; AID 588676; B-score at 10 µM; Q96LB2; 1.3% of 310,000 active; MRGX1-HEK293 calcium flux, Fluo-4, BAM8-22 antagonism; stronger effect = lower value;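 active means calcium-response B-score plate-corrected more than 3 library SD below zero, starting fluorescence within 5 deviations, no agonist response on first addition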;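 further: peak minus trough fluorescence over baseline after final BAM8-22 challenge near maximal dose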
# TRPC6 inh: blocks the mouse TRPC6 cation channel; HEK293-TRPC6, membrane potential dye, ACh-evoked depolarization; stronger effect = lower value; B-score at 10 µM; 1.1% of 310,000 active;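 active means B-score under library mean minus 3 SD, initial fluorescence not abnormally high, positive integrated signal ratio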;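 further: B-score derived from integrated fluorescence ratio over the kinetic read; more negative B-score means stronger inhibition of depolarization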
# TRPC4 potent: allosterically enhances the mouse TRPC4 cation channel | Q9QUQ5 | HEK293 TRPC4beta/mu-opioid, DAMGO EC20, Fluo-4 Ca2+ flux; stronger effect = higher value | B-score at 10 µM | 0.42% of 310,000 active;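 active means B-score of calcium response area above 5 SD of library B-scores, with initial fluorescence ratio within 5 SD of library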;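 further: B-score of integrated fluorescence ratio over time as area under calcium response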
# RGS4 inh: human RGS4 inhibition; P49798; HEK293 M3R/RGS4 inducible, Fluo-4 calcium flux; stronger effect = higher value; triggered by carbachol at its EC20; 0.45% of 310,000 active; B-score at 10 µM;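 active means B-score, a plate-corrected calcium signal, over three deviations above library mean, with baseline fluorescence within five deviations of library mean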;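 further: RGS4 expression induced by doxycycline in cells with stable M3 receptor; B-score is computed from the integrated fluorescence ratio over baseline after carbachol; higher B-score means a larger calcium signal and so more RGS4 inhibition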
# MrgX1 allo act: allosterically activates human MrgX1 receptor signaling; 0.63% of 310,000 active; Q96LB2; B-score at 10 µM; MrgX1-HEK293, Fluo-4 calcium flux, FDSS; stronger effect = higher value;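 active means plate-corrected calcium response at least 3 library SD above typical, normal starting fluorescence, not activating the receptor alone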;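 further: compound read alongside a low EC10 to EC30 dose of BAM8-22 agonist; peak minus trough fluorescence over baseline measured at the second addition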
# ANO1 activ: mouse TMEM16A channel activation, primary screen | HEK293 TMEM16A/YFP-H148Q/I152L, iodide quench fluorescence; stronger effect = lower value | B-score at 10 µM | 0.3% of 340,000 active | AID 623877;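 active means fluorescence-ratio B-score plate-corrected deviation score at least 3 library SD below zero, with starting fluorescence score within 5 deviations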;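 further: channel opened by trigger with iodide after compound preincubation; score built on the fluorescence ratio of max minus min over baseline; more negative score means more quench and so TMEM16A activation or potentiation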
# MrgX1 ag: activates human MrgX1 receptor signaling; Q96LB2; MrgX1-HEK293 cells, Fluo-4 calcium fluorescence, agonist mode; stronger effect = higher value; B-score at 10 µM; 0.44% of 310,000 active; AID 588627;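 active means calcium response B-score plate-corrected fluorescence ratio at least 3 library SD, with starting fluorescence B-score inside 5 SD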
#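 Material: MrgX1-expressing HEK293 cells / Dosing: compound as first of three additions / Incubation: overnight seeding, then 1 h dark dye loading / Signal: Fluo-4 NW calcium fluorescence / Evaluation: B-scored fluorescence response ratio / Benchmarks: positive and negative control wells on each plate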
# * marks the source's active call; other numbers are inactive results; i = inactive; · = no result given.
structure | TMEM16A inh | TRPC4 agonist | TRPC6 act | TRPC4 block | MrgX1 antag | TRPC6 inh | TRPC4 potent | RGS4 inh | MrgX1 allo act | ANO1 activ | MrgX1 ag
O=c1cc(-c2ccccc2)[nH][nH]1 | i | i | i | i | i | i | i | i | i | i | i
CCOc1ccc(C2c3cc(OC)c(OC)cc3CC(=O)N2c2ccc(OC)cc2)cc1 (stereo not given) | i | i | i | i | i | i | i | i | i | i | i
N/C(=N\NC(=O)c1sccc1OCc1ccc(Cl)cc1Cl)c1ccccn1 | i | i | i | i | i | i | i | i | i | i | i
CC(=O)Nc1cccc(NC(=O)COc2nncc3ccccc23)c1 | i | i | i | i | i | i | i | i | i | i | i
COc1ccc(-c2csc3nc(-c4cccnc4)nc(Cl)c23)cc1OC | 25* | i | i | i | i | i | i | i | 6.66* | i | i
Cc1ccnc(NS(=O)(=O)c2ccc3c(c2)CCO3)c1 | i | i | i | i | i | i | i | i | i | · | i
COc1ccc2ccc(=O)oc2c1CC=C(C)C | i | i | i | i | i | i | i | i | i | i | i
O=c1cc(O)nc(SC23CC4CC(CC(C4)C2)C3)[nH]1 | i | i | i | i | i | i | i | i | i | i | i
C/C=C(\C)C(=O)NCCN1C2=NC[C@H](Cc3ccc(O)cc3)N2C[C@@H]1Cc1ccc(OC)cc1 | i | i | i | i | i | i | i | i | i | i | i
Cc1ccc(-c2nnc(NC(=O)CCS(=O)(=O)c3ccc(F)cc3)o2)c(C)c1 | i | i | i | i | i | i | i | i | i | i | i
Cc1cc(C=O)c(C)n1-c1ccc(Cl)c(C(=O)O)c1 | i | i | i | i | i | i | i | i | i | i | i
COc1ccc(C(=O)C2CCCN(C(=O)c3cccc(N4CCCC4=O)c3)C2)cc1OC (stereo not given) | · | i | i | i | · | i | i | i | · | i | ·
Oc1ccc(/C=N/Nc2nc(N3CCCCCC3)nc(N3CCCCCC3)n2)c(O)c1 | i | i | i | i | i | i | i | i | i | i | i
CCSc1nnc(NC(=O)c2csc3c2CCC(C)C3)s1 (stereo not given) | i | i | i | i | i | i | i | i | i | i | i
Cc1cc(C)n(C(=O)COc2ccc([N+](=O)[O-])cc2)n1 | i | i | i | i | i | i | i | i | i | i | i
O=C(c1ccc2ccccc2c1)N1CCN(Cc2ccccc2)CC1 | i | i | i | i | i | i | i | i | i | i | i
COc1ccc(CCNC(=O)CCc2nc3ccccc3[nH]2)cc1OC | i | i | i | i | i | i | i | i | i | i | i
O=C(COC(=O)c1ccccn1)NCCCc1ccccc1 | i | i | i | i | i | i | i | i | i | i | i
Cc1ccc(NC(=O)NC(=O)CSc2n[nH]c(N)n2)c(C)c1 | i | i | i | i | i | i | i | i | i | i | i
COc1ccc(C(=O)N/N=C/c2sc3ccccc3c2O)cc1 | i | i | 12.1* | i | i | i | i | i | i | i | 39.4*
CCCNC(=O)COC(=O)c1ccc(N2CCCC2)c([N+](=O)[O-])c1 | i | i | i | i | i | i | i | i | i | i | i
CCc1cccc2c(C(=O)CCl)c[nH]c12 | i | i | i | i | i | i | i | i | i | i | i
CC(=O)NCC(=O)N(C)C(C(=O)Nc1ccc(C(C)C)cc1)c1ccccc1 (stereo not given) | i | i | i | i | i | i | i | i | i | i | i
CN(C)C(=O)c1ccc(NC(=O)c2ccccc2Sc2ccccc2C#N)cc1 | i | i | i | i | i | i | i | i | i | i | i
COc1ccccc1N1CCN(C(CNS(=O)(=O)c2cc(F)ccc2F)c2cccnc2)CC1 (stereo not given) | i | i | i | i | i | i | i | i | i | i | i
COc1ccc(NC(=O)NCCCN2CCc3ccccc3C2)cc1 | i | i | i | i | i | i | i | i | i | i | i
Cc1ccccc1-c1nc(CS(=O)(=O)CC(=O)NC2CCCCC2C)c(C)o1 (stereo not given) | i | i | i | i | i | i | i | i | i | i | i
COc1cc2oc(-c3ccc(O)cc3)cc(=O)c2c(OC)c1O | · | i | i | i | · | i | i | i | · | i | ·
CC(OC(=O)c1cc2ccccc2cc1O)C(=O)Nc1ccc(S(N)(=O)=O)cc1 (stereo not given) | i | i | i | i | i | i | i | i | i | i | i
CC(=O)c1ccc(NC(=S)Nc2cccc(S(=O)(=O)Nc3c(C)n(C)n(-c4ccccc4)c3=O)c2)cc1 | i | i | i | i | i | i | i | i | i | i | i
Cn1c(=O)c(C#N)c(-c2ccccc2)n2cnnc12 | i | i | i | i | i | i | i | i | i | i | i
Cc1cccc(-n2c(C)cc(/C=C3\NC(=O)NC3=O)c2C)c1 | i | i | i | i | i | i | i | i | i | i | i
COc1ccc(Cl)cc1C(=O)C1CCCN(Cc2cnc(N3CCOCC3)s2)C1 (stereo not given) | i | i | i | i | i | i | i | i | i | i | i
Cc1cc(C(=O)N2CCC(C(=O)O)CC2)c(C)o1 | i | i | i | i | i | i | i | i | i | i | i
COc1cc2c(cc1OC)-c1cc(N3CCCc4ccccc43)nc(=O)n1CC2 | i | i | i | i | i | i | i | i | i | i | i
O=C(/C=C/c1ccco1)Nc1ccc(CN2CCOCC2)cc1 | i | i | i | i | i | i | i | i | i | i | i
COc1ccc(CC(=O)NNC(=O)c2cc(C)oc2C)cc1OC | i | i | i | i | i | i | i | i | i | i | i
COc1ccccc1Nc1nn2c(=O)c3ccc(C(=O)N4CCC(C)CC4)cc3nc2s1 | i | i | i | i | i | i | i | i | i | i | i
Cc1ccc(C2NC(=O)NC(O)(C(F)(F)F)C2C(=O)c2cccs2)o1 (stereo not given) | i | i | i | · | i | i | i | i | i | i | i
NC(=O)c1ccc(OCC2CCCO2)cc1 (stereo not given) | i | i | i | i | i | i | i | i | i | i | i
Cc1ccc(NC(=O)C(OC(=O)c2ccc(O)cc2)c2ccccc2)cc1Cl (stereo not given) | i | i | i | i | i | i | i | i | i | i | i
O=[N+]([O-])c1cccc(Cl)c1NCCNc1ncc(C(F)(F)F)cc1Cl | i | i | i | i | i | i | i | i | i | i | i
COc1ccc(/C=N/NC(=O)c2ccc(NC(=O)c3cccc([N+](=O)[O-])c3)cc2)c(OC)c1 | i | i | i | i | i | i | i | i | i | i | i
Cc1ccccc1CSCC(=O)Nc1ccccc1Br | i | i | i | i | i | i | i | i | i | i | i
CCOC(=O)N1CCN(C(=O)CCS(=O)(=O)c2cc3c(cc2Cl)NC(=O)CO3)CC1 | i | i | i | i | i | i | i | i | i | i | i
COc1cc(-c2nnc(-c3cc(OC)c(OC)c(OC)c3)o2)cc(OC)c1OC | i | i | i | i | i | i | i | i | i | i | i
CCOc1ccc(N(CC(=O)NC2CCCCC2C)S(=O)(=O)c2c(C)noc2C)cc1 (stereo not given) | i | i | i | i | i | i | i | i | i | i | i
CC(=O)SC1CC(=O)N(c2ccc(C(C)(C)C)cc2)C1=O (stereo not given) | i | i | i | i | i | i | i | i | i | i | i
COc1ccc2cc(N=Cc3nc(-c4ccc(C)cc4)oc3O)cnc2c1 | i | i | i | i | i | i | i | i | i | i | i
CC(C)CCCC(C)CCOC(=O)CN1CCCC1 (stereo not given) | i | i | i | i | i | i | i | i | i | i | i
O=c1c2c(-c3cccs3)csc2ncn1-c1ccc(Br)cc1 | i | i | i | i | i | i | i | i | i | i | i
N#CCC(=O)N/N=C/c1coc2ccccc2c1=O | i | i | i | i | i | i | i | i | i | i | i
CCc1ccc([C@@H]2CC=C(C(=O)O)[C@H](c3cccc(Cl)c3)N2S(=O)(=O)c2ccc(C)cc2)cc1 | 100* | · | · | · | i | · | · | · | i | i | i
CC(C)CCNC(=O)c1cn(CC(C)C)c(=O)c2c1c1ccccc1n2C | i | i | i | i | i | i | i | i | i | i | i
O=C(N/N=C\c1ccc([N+](=O)[O-])s1)c1cncc(Br)c1 | i | i | i | i | i | i | i | i | i | i | i
Cc1ccc(NC(=O)/C(C#N)=N/Nc2ccc(C(=O)O)cc2)c(C)c1 | i | i | i | i | i | i | i | i | i | i | i
CCOC(=O)C(Cc1ccccc1)(NC(C)=O)C(=O)OCC | i | i | i | i | i | i | i | i | i | i | i
COc1ccc([N+](=O)[O-])cc1N(CC(=O)NCCC1=CCCCC1)S(C)(=O)=O | i | i | i | i | i | i | i | i | i | i | i
Cc1ccc(C)c(S(=O)(=O)N/N=C/c2ccc(N3CCOCC3)cc2)c1 | i | i | i | i | i | i | i | i | i | i | i
CC(=O)c1ccc(OCC(O)Cn2nnc3ccccc32)cc1 (stereo not given) | i | i | i | i | i | i | i | i | i | i | i

# Later entries
structure | TMEM16A inh | TRPC4 agonist | TRPC6 act | TRPC4 block | MrgX1 antag | TRPC6 inh | TRPC4 potent | RGS4 inh | MrgX1 allo act | ANO1 activ | MrgX1 ag
CCn1c(SCC(=O)NCCc2ccccc2)nc2sc3c(c2c1=O)CCN(C)C3 | i | i | i | i | i | i | i | i | i | i | i
Cn1ncc([N+](=O)[O-])c1C(=O)Nc1ccn(Cc2ccccc2F)n1 | i | i | i | i | i | i | i | i | i | i | i
CC(=O)c1cccc(NC(=O)C=C(C)C)c1 | i | i | i | i | i | i | i | i | i | i | i
Cc1cccc(CSc2nc3sc(C)c(C)c3c(=O)n2Cc2ccco2)c1 | i | i | i | i | i | i | i | i | i | i | i
CN(C)c1ccc(C(=O)N/N=C/c2cc(Br)cc(Br)c2O)cc1 | i | i | i | i | i | i | i | i | i | i | i
COc1cc(C2CC(=O)c3cnc(NC(=O)COc4ccccc4)nc3C2)cc(OC)c1OC (stereo not given) | i | i | i | i | i | i | i | i | i | i | i
CC/C=C/C(=O)N1CC2(CC(c3cccc(NC(=O)CC(c4ccccc4)c4ccccc4)c3)=NO2)C[C@@H]1C(N)=O (stereo not given in full) | i | i | i | i | i | i | i | i | i | i | i
CCN1/C(=C\c2ccc3cc(C)ccc3[n+]2CC)Sc2cc(C)c(C)cc21 | · | 131* | i | i | · | i | 29* | i | · | i | ·
